# ANO1 activ – activators or potentiators of mouse TMEM16A chloride channel | B-score at 10 µM | 0.3% of 340,000 active | HEK293 TMEM16A/YFP-H148Q/I152L, iodide quench fluorescence; stronger effect = lower value | Q8BHY3 | AID 623877;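 active = fluorescence-ratio B-score plate-corrected deviation score at least 3 library SD below zero, with starting fluorescence score within 5 deviations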;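 also: channel opened by trigger with iodide after compound preincubation; score built on the fluorescence ratio of max minus min over baseline; more negative score means more quench and so TMEM16A activation or potentiation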
# Target sequence (Q8BHY3 whole entry, looked up): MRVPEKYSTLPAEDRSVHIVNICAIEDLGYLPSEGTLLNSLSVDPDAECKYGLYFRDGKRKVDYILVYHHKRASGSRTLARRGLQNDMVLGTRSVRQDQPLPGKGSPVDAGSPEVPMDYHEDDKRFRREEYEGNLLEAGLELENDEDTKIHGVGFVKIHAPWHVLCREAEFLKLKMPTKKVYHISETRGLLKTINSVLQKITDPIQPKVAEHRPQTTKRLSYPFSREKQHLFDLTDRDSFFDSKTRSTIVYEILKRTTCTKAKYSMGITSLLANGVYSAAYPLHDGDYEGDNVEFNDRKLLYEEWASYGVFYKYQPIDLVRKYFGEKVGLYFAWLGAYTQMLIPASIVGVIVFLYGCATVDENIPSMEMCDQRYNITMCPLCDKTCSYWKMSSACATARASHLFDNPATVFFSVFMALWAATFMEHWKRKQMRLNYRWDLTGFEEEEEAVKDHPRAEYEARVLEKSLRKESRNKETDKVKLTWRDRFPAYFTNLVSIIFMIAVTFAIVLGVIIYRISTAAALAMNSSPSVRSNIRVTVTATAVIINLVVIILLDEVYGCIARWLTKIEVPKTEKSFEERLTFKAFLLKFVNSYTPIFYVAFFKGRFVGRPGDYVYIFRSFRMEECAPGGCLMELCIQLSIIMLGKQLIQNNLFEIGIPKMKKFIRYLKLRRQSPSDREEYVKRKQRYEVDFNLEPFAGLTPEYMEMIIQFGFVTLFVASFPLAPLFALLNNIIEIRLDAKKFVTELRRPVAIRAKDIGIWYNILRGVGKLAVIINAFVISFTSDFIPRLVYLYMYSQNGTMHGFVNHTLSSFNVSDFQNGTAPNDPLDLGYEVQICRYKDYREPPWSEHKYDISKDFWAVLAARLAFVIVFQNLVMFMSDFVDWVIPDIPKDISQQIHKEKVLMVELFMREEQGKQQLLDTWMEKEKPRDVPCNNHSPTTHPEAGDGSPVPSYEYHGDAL
# Calls only; i = inactive. These rows are one share of the data; count on the stated rates, not on these rows.
ANO1 activ	Compound
i	CC(CCC(=O)O)C1CCC2C3CC(O)C4CC(O)CC[C@]4(C)C3CCC12C (stereo partly specified)
i	CC12CCC(C(=NO)C1=NO)C2(C)C (stereo unspecified)
i	COC(=O)c1cc(C)sc1NC(=O)CC1Nc2ccccc2NC1=O (stereo unspecified)
i	Cc1occc1C(=O)N/N=C/C1=C(N2CCOCC2)C(=C/c2ccc(Cl)cc2Cl)/CC1
i	COc1ccc(Br)cc1/C=C/C(=O)OCC(=O)NCCc1ccc(S(N)(=O)=O)cc1
i	CN(C)CC1CCC/C(=C\c2ccc(OC(=O)c3ccc(Cl)cc3)cc2)C1=O (stereo unspecified)
i	CC(=O)NC(CC(=O)Nc1ccc(S(=O)(=O)Nc2nccs2)cc1)c1ccccc1 (stereo unspecified)
i	Cc1cc(O)c(N=Nc2ccc(C(=O)O)cc2)cc1C
i	Cc1ccc(-c2csc(SCC(=O)c3c(N)n(C4CC4)c(=O)[nH]c3=O)n2)cc1
i	NCCCCc1ccc2ccc3cccc4ccc1c2c34
i	C/C(=N/Nc1ccc(C(=O)O)cc1)c1ccc2c(c1)Nc1ccccc1S2
i	O/N=C(\Cn1ccnc1)c1ccccc1
i	COC1=CC(=O)c2ccccc2C1=O
i	Clc1cccc(CSc2ncnc3c2ncn3C2CCCCO2)c1 (stereo unspecified)
i	Cc1cc(C)n2cc(CSc3nnc(-c4ccccc4)c(-c4ccccc4)n3)nc2n1
i	COCCCN(C(=O)CSc1nc2ccccc2c(=O)n1C)c1c(N)n(Cc2ccccc2)c(=O)[nH]c1=O
i	C1CCN2CC3CC(CN4CCCC[C@@H]34)[C@H]2C1
i	c1ccc2c(c1)OC1OC2Oc2ccccc21
i	COc1ccc(Nc2nc(-c3c(C)nc4ncccn34)cs2)cc1
i	COc1ccc(NS(=O)(=O)c2cccc(C(=O)N/N=C(/C)c3ccc(-n4ccnc4)cc3)c2)cc1
i	COC(=O)c1sc(C(F)(F)F)c(-c2ccccc2)c1S(=O)(=O)N1CCOCC1
i	O=C(O)C(=Cc1ccccc1[N+](=O)[O-])c1ccccc1
i	CCOC(=O)C1(C(=O)OCC)NC(=O)CC1CC(C)C (stereo unspecified)
i	CCOc1ccc(C(=O)NCC(=O)NCCSc2ccc(Br)cc2)cc1OCC
i	NC(=O)C1CC(=O)N(c2ccc(OCC(=O)N3CCCC3)cc2)C1 (stereo unspecified)
i	O=C(NC(=S)N1CCOCC1)c1cn(-c2ccccc2)nc1-c1ccc(F)cc1
i	COc1ccc(CNc2ccc(N3CCN(C(C)=O)CC3)cc2)cc1OC
i	c1ccc(-c2cnc(C3CCCCC3)o2)cc1
i	COc1cc2nc(CN3CCN(S(=O)(=O)c4ccccc4)CC3)[nH]c(=O)c2cc1OC
i	Cc1cc(N=Nc2ccccc2)cc(C)c1NC(=O)C(F)(F)F
i	CCOC(=O)c1ccc(S(=O)(=O)N2CCN(C(=O)c3cccc(S(=O)(=O)N4CC(C)OC(C)C4)c3)CC2)cc1 (stereo unspecified)
i	CC(OC(=O)c1cc(=O)c2cc(Cl)ccc2o1)C(=O)N1CCCC1 (stereo unspecified)
i	O=C(COC(=O)c1cnccn1)Nc1c(Cl)cc(Cl)cc1Cl
i	Cn1c(=S)c2[nH]c(SCCC(C)(C)C)nc2n(C)c1=O
i	O=C(COC(=O)Cc1n[nH]c(=O)c2ccccc12)Nc1c(Br)cc([N+](=O)[O-])cc1Br
i	Cc1nc2ccccc2c(C(=O)O)c1-c1ccccn1
i	O=[N+]([O-])c1ccc(NN=Cc2cccc3ccccc23)cc1
i	COCCNC(=O)C(OC(=O)c1ccco1)c1ccc(OC)cc1 (stereo unspecified)
i	C=CCn1c(SCC(=O)Nc2ccc(O)cc2)nc2sc(C)c(C)c2c1=O
i	O=C(NNC(=O)c1ccccc1O)c1ccccc1O
i	Cc1ccc(NC(=O)C(C)OC(=O)c2cc(=O)[nH]c3ccccc23)cc1S(=O)(=O)N1CCOCC1 (stereo unspecified)
i	COc1ccc(Cl)cc1C=CC=NNS(=O)(=O)c1ccc(C)cc1
i	O=C(CCNC(=O)c1ccc([N+](=O)[O-])cc1)NCc1ccccc1
i	Cc1ccc(S(=O)(=O)N[C@H](C(=O)OCC(=O)NC(=O)c2cccn2C)C(C)C)cc1
i	CC12CCCC(C(C#N)C(N)=O)(C1)NC(=O)C2C#N (stereo unspecified)
i	CC(NC(=O)Oc1cccc2ccccc12)c1ccccc1 (stereo unspecified)
i	CC(=O)Nc1cc([N+](=O)[O-])ccc1OCc1ccccc1
i	Cc1ccc(S(=O)(=O)SCCCSS(=O)(=O)c2ccc(C)cc2)cc1
i	COc1cc(N)c(Cl)cc1C(=O)NC1CCN(Cc2ccccc2)CC1
i	Cc1ccc(S(=O)(=O)N2CCOCC2)cc1C(=O)OC1CCOC1=O (stereo unspecified)

# In the list so far, these contain a COOH group.
ANO1 activ	Compound
i	CC(CCC(=O)O)C1CCC2C3CC(O)C4CC(O)CC[C@]4(C)C3CCC12C (stereo partly specified)
i	Cc1cc(O)c(N=Nc2ccc(C(=O)O)cc2)cc1C
i	C/C(=N/Nc1ccc(C(=O)O)cc1)c1ccc2c(c1)Nc1ccccc1S2
i	O=C(O)C(=Cc1ccccc1[N+](=O)[O-])c1ccccc1
i	Cc1nc2ccccc2c(C(=O)O)c1-c1ccccn1

# (next part)
ANO1 activ	Compound
i	O=C(CSc1ccc(Cl)cc1)NNC(=O)c1ccncc1
i	CSCCC(NC(=O)c1ccccc1Br)C(=O)N1CCN(C/C=C/c2ccccc2)CC1 (stereo unspecified)
i	O=C(CSc1nnc(COc2ccc(Cl)cc2)n1Cc1ccco1)N1CCNC1=O
i	COc1cc(C(=O)NCC(c2ccco2)N2CCCC2)ccc1OCc1ccc(Cl)cc1Cl (stereo unspecified)
i	COc1cc(O)c(C(C)=O)c(OC)c1
i	CC(=NNC(=S)Nc1ccccc1Cl)c1ccccn1
i	Cc1ccc2nsnc2c1S(=O)(=O)N(Cc1ccco1)Cc1cc2ccc(C)c(C)c2[nH]c1=O
i	O=C(c1cc(-c2ccncc2)nc2ccccc12)N1CCOCC1
i	Cn1c2ccccc2c2c(=O)oc3ccccc3c21
i	O=C(CSc1ccc([N+](=O)[O-])cc1)c1ccccc1
i	CCC(=O)c1ccc(OCC(=O)Nc2cccc(S(=O)(=O)N3CCCCCC3)c2)cc1
i	Cc1cc(O)c(C(C)C)cc1N=Cc1ccc([N+](=O)[O-])cc1
i	CC(C)(C)OC(=O)N[C@H]1C=C[C@@H](OC(=O)CC(=O)OCC(F)(F)F)C1
i	O=S(=O)(NC1C2CC3CC(C2)CC1C3)c1ccc(F)cc1 (stereo unspecified)
i	Nc1ncn(C(=S)Nc2ccccc2)n1
i	Cc1nn(CC(=O)NC(C)C(C)C)c(C)c1S(=O)(=O)N1CCCCC1 (stereo unspecified)
i	CC[C@@H]1C(c2ccccc2)=NN(c2ccccc2)[C@H]1C(=O)N1CCOC1=O
i	Cc1cc(C(=O)Cn2cc([N+](=O)[O-])ccc2=O)c(C)n1CC1CCCO1 (stereo unspecified)
i	COc1cc2c(cc1[N+](=O)[O-])-c1ccccc1C2
i	COc1cccc(OC(=O)c2ccccc2)c1OC(=O)c1ccccc1
i	Cc1nnc(SCC(=O)NC2CCCCC2)n1N
i	CCOc1ccc(C2C(C#N)=C(N)Oc3cc(C)n(CCN4CCOCC4)c(=O)c32)cc1OCC (stereo unspecified)
i	CCN(CC)S(=O)(=O)c1ccc(CNC(=O)CN2C(=O)NC3(CCc4ccccc43)C2=O)cc1 (stereo unspecified)
i	COc1ccc(C(=O)OC2C(OC)OCC(O)C2O)cc1 (stereo unspecified)
i	CCOc1ccc(N=Cc2ccccc2O)cc1
i	Cc1cccn2c(=O)c3cc(C(=O)NCc4ccc(F)cc4)c(=N)n(CCCN4CCOCC4)c3nc12
i	CC(C)c1ccc(COC(=O)CN2C(=O)NC3(CCCCC3C)C2=O)cc1 (stereo unspecified)
i	CC1CC(C)(C)NC2(CCCC2)N1 (stereo unspecified)
i	CCN(CC)CCNC(=O)c1ccc(NC(=O)c2cc(S(=O)(=O)N3CCCCC3)ccc2N2CCOCC2)cc1
i	Nc1cccc2cccc([N+](=O)[O-])c12
i	COCCN1CCC(CO)C1 (stereo unspecified)
i	O=C(NCCC(=O)N1CCN(S(=O)(=O)c2ccc(Cl)cc2)CC1)Nc1ccccc1
i	CCN(C(=O)COC(=O)c1cc(=O)[nH]c2ccccc12)c1c(N)n(Cc2ccccc2)c(=O)[nH]c1=O
i	COc1ccc(COC(=O)CCc2cc(OC)c(OC)c(OC)c2)cc1F
i	Cc1nc2cc(N3CCCCC3)c(NC(=O)c3ccncc3)cc2c(=O)n1Cc1ccccc1
i	O=C(O)c1ccc(Cn2cnc3c(=S)nc[nH]c32)cc1
i	C1CCc2c(c(N3CCOCC3)nc3sc4c(N5CCOCC5)nnnc4c23)C1
i	COc1cccc2c1cc1c(=O)n(CC(=O)N3CCCC3)nc(C)n12
i	O=C(c1ccc(Cl)c(S(=O)(=O)N2CCOCC2)c1)N(Cc1ccco1)Cc1cccs1
i	COc1ccc(N(C)S(=O)(=O)c2cccc(C(=O)N3CCN(Cc4ccc5c(c4)OCO5)CC3)c2)cc1
i	COc1ccc(CNC(=O)CCc2ccc(S(=O)(=O)N3CCCCCC3)cc2)cc1OC
i	O=C1C=C(c2c(O)ccc3ccccc23)c2ccccc2C1=O
i	CC(=O)N1CCN(C(=O)CCNC(=O)c2ccc(Br)cc2)CC1
i	Cc1nc(SCC(=O)N2CCN(C(=O)c3cccs3)CC2)c2c(C)c(C)sc2n1
i	CN(CC(=O)Nc1ccc(F)c(F)c1F)C(=O)C1CCCC1
i	CCN(C(=O)COC(=O)c1ccc(-n2c(C)ccc2C)cc1)c1c(N)n(Cc2ccccc2)c(=O)[nH]c1=O
i	O=C(COC(=O)c1cc(=O)[nH]c2ccccc12)Nc1ccc(Cl)c(S(=O)(=O)N2CCOCC2)c1
i	Nc1ccccc1C(=O)N1O[C@@H]2C=C[C@H]1C2
i	CCOc1ccc(C(=O)N2CCN(S(=O)(=O)c3ccc4c(c3)OCCO4)CC2)cc1OCC
i	ON=C1C2CC=C(c3ccccc3)C1CCC2 (stereo unspecified)

# 3 of the compounds above, as labelled records:
> Cn1c2ccccc2c2c(=O)oc3ccccc3c21
  ANO1 activ = i
> COCCN1CCC(CO)C1 (stereo unspecified)
  ANO1 activ = i
> O=C(c1cc(-c2ccncc2)nc2ccccc12)N1CCOCC1
  ANO1 activ = i

# (next part)
ANO1 activ	Compound
i	CCOC(=O)c1ccc(N(CCC2CO2)S(=O)(=O)c2ccc(C)cc2)cc1 (stereo unspecified)
i	OC1(c2ccccc2)CC(c2ccccc2)c2ccccc2O1 (stereo unspecified)
i	O=C(O)c1cc(N/C(=N\S(=O)(=O)c2ccc(F)cc2)c2ccccc2)ccc1O
i	COc1ccc2oc(=O)c(C(=O)Nc3ccccc3-c3ccccc3)cc2c1
i	CC1(C)CCC(=O)c2ccccc21
i	CC1CCC2(CC1)NC(=O)N(NC(=O)CCc1c[nH]c3ccccc13)C2=O (stereo unspecified)
i	Nc1cccc2c(=O)[nH][nH]c(=O)c12
i	COc1ccc(OCC(CO)N2CCN(c3ccccc3)CC2)cc1 (stereo unspecified)
i	O=C(COC(=O)c1cnccn1)NCCc1ccc(Cl)cc1
i	COc1ccc(S(=O)(=O)N2CCCCCC2)cc1NC(=O)Cc1n[nH]c(=O)c2ccccc12
i	Cc1ccccc1Nc1nc(N)nc(COC(=O)CCS(=O)(=O)c2ccc(Cl)cc2)n1
i	CC(C)(C)N1CCC1CN (stereo unspecified)
i	Cc1noc(C)c1CSCC(=O)Nc1ccccc1N1CCCC1
i	CC(=O)OC1(C(C)=O)CCC2C3CC(Cl)C4=CC(=O)CCC4(C)C3CCC21C (stereo unspecified)
i	Cc1cc(C)cc(N(CC(=O)NC2CCCCC2)C(=O)CCC(=O)Nc2cc(C)ccn2)c1
i	Cc1ccc(C(C)C)c2oc(=O)cc(-c3ccc(-c4ccc(C(F)(F)F)cc4)cc3)c12
i	S=c1nc[nH]c2c1ncn2-c1ccc(Cl)cc1
i	COc1cc[n+]([O-])cc1[N+](=O)[O-]
i	COC(=O)c1ccc(C)c(NC(=O)CCn2[nH]c(=O)ccc2=O)c1
i	CC(C)CN1CCC(=O)NC1=S
i	COc1ccc(NC(=O)CCCNC(=O)c2ccc(Cl)cc2)cc1S(=O)(=O)N1CCOCC1
i	Cn1c(=O)c2[nH]c(CCCCCCCc3nc4ccccc4[nH]3)nc2n(C)c1=O
i	NC(=Nc1nc(-c2ccccn2)cc2ccccc12)c1ccccn1
i	CCCN(CC(=O)Nc1ccccc1C)C(=O)Cc1c[nH]c2ccccc12
i	O=C(COc1ccccc1)NCc1ccco1

# Another view of three compounds above:
Cc1cc(C)cc(N(CC(=O)NC2CCCCC2)C(=O)CCC(=O)Nc2cc(C)ccn2)c1
  ANO1 activ: i
Cc1ccc(C(C)C)c2oc(=O)cc(-c3ccc(-c4ccc(C(F)(F)F)cc4)cc3)c12
  ANO1 activ: i
S=c1nc[nH]c2c1ncn2-c1ccc(Cl)cc1
  ANO1 activ: i

# (cont.)
ANO1 activ	Compound
i	CCN1CCN(S(=O)(=O)c2ccc(Cl)c(C(=O)NCCOc3ccc(C)cc3)c2)CC1
i	COc1cc(OC)c(OC)cc1/C=C/c1ccnc2ccccc12
i	S=C(NC1CCCCC1)NN1CCCCCC1
i	COC(=O)c1ccc(N=c2sc(C(=O)OC)cc(=O)n2C)cc1
i	O=C(Cc1cccs1)Nc1ccc(Cl)c(S(=O)(=O)N2CCOCC2)c1
i	COc1cccc(CN(C)S(=O)(=O)c2c(C)noc2C)c1OC
i	O=C1[C@H]2CCC=C[C@H]2[C@H](c2ccccc2Br)N1Cc1ccccc1

# High-throughput results deposited in PubChem BioAssay by Johns Hopkins Ion Channel Center.
